# NF-kB expr up – NF-kB expression increase, human neuronal cells | 190,000 compounds, 1.6% hits | NF-kB reporter expression; active compounds read high | fold change at 12.5 µM; in the data active means fold change above about 3.3
# STAT3 inh – STAT3 signaling inhibition; U3A cells, IL-6 STAT3-luciferase reporter, luminescence; host cell line lacks STAT1; inhibition, % at 5.5 µM; 190,000 compounds, 0.89% hits; AID 862;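 active means inhibition above the mean inhibition across all screened compounds plus 3 SD, cut at about 44% in these data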;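 further: 0% = DMSO only wells and 100% = 100 µM nifuroxazide control wells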
# RAM inhibit – inhibitors of the yeast RAM network; S. cerevisiae dse1pr::URA3 reporter, 5-FOA growth OD615, 2 d; analog-sensitive cbk1-as2 kinase mutant strain; inhibition, % at 50 µM; 190,000 compounds, 1.8% hits; AID 868;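 active means inhibition above a set limit, 3 SD over mean compound inhibition, cut at about 8.4% in these data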;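 further: 0% = DMSO-only wells with no growth and 100% = 10 µM 1-NA-PP1 full growth; inhibition rescues growth on 5-FOA so higher OD means more RAM inhibition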
# STAT3 act – increases IL-6 driven STAT3 reporter signal | activation (% of control), % at 5.6 µM | U3A cells, IL-6 STAT3-luciferase reporter, luminescence; 100% = signal with IL-6 EC80 alone | 190,000 compounds, 0.91% hits;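 active means activation above the screen-wide mean of compound activation plus 3 SD, cut at about 130% in these data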;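 further: 0% = background luminescence of wells with medium and substrate only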
#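 Test system: STAT3-luciferase reporter U3A cells; Detection: reporter luminescence signal; Times: 1 h compound pre-exposure, 6 h IL-6 stimulation, 37 °C; Benchmarks: IL-6-only high control; Also added: IL-6 stimulus at 33 ng/mL final.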
# APP 5'UTR act – APP 5'UTR luciferase reporter activation | activation, % at 2 µM | 190,000 compounds, 1% hits | AID 1276 | SH-SY5Y APP 5'UTR luciferase reporter, luminescence; zero percent = DMSO vehicle wells;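 active means activation above a set limit, based on mean plus 3 SD of controls, cut at about 140% in these data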; further: values of inactives mirror those of a sister screen read the other way
# Hsp70 act – transcriptional activators of Hsp70; 200,000 compounds, 0.04% hits; AID 1203; HeLa Hsp70 promoter luciferase reporter, luminescence; scaled: vehicle 0, proteasome-inhibitor control 100%; activation, % at 10 µM;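 active means activation above the mean across all tested compounds plus 3 SD, cutoff set per campaign, cut at about 5.5% in these data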;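 further: 100% = MG132 at 30 µM as the positive control and 0% = DMSO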
# STAT1 blocker – STAT1 signaling inhibition. NIH 3T3 STAT1-luciferase reporter, IFN-gamma, luminescence. inhibition, % at 5.5 µM. 200,000 compounds, 0.35% hits. AID 920;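 active means inhibition above a set limit, the mean inhibition across all tested compounds plus 3 SD, cut at about 34% in these data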;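 further: 0% = IFN-gamma with DMSO and 100% = IFN-gamma with 300 µM nifuroxazide; values of inactives mirror those of a sister screen read the other way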
# STAT1 act – increases IFN-gamma driven STAT1 reporter signal; NIH 3T3 STAT1-luciferase reporter, luminescence; 100% = IFN-gamma alone, no compound; activation (% of control), % at 5.5 µM; 200,000 compounds, 2.6% hits;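 active means activation above the screen-wide mean activation plus 3 SD, cut at about 130% in these data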;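 further: raw ratio to IFN-gamma control signal so 100% means no change and 0% no light; values of inactives mirror those of a sister screen read the other way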
# FLuc inhib CS – Photinus pyralis luciferase inhibition counter-screen; P08659; inhibition, % at 10 µM; 200,000 compounds, 1.5% hits; AID 1006; ATPLite firefly luciferase biochemical luminescence, 10 min;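 active means inhibition above about 50% when tested at 10 µM, limit read from the data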
# Target sequence (P08659 whole entry, looked up): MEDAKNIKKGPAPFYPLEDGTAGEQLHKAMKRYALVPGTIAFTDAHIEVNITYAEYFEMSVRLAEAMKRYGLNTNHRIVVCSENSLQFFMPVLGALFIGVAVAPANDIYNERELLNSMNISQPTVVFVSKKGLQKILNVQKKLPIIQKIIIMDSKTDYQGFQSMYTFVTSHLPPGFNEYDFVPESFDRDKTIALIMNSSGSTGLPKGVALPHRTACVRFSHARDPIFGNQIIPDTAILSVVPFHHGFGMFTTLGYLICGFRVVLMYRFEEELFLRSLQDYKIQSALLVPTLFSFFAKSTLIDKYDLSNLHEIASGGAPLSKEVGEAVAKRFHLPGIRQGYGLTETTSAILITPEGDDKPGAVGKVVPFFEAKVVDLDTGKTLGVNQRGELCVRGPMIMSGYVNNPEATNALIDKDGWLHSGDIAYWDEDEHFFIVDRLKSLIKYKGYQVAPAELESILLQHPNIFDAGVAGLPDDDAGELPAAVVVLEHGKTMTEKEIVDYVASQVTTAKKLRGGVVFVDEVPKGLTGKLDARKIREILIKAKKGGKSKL
# APP transl inh – APP translation inhibition; SH-SY5Y APP 5'UTR-luciferase reporter, luminescence; inhibition, % at 2 µM; 190,000 compounds, 0.82% hits;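 active means inhibition above a set limit, derived from the sample mean plus 3 SD, cut at about 45% in these data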; further: values of inactives mirror those of a sister screen read the other way
# Active calls of the source: *; / = no result given.
compound	NF-kB expr up	STAT3 inh	RAM inhibit	STAT3 act	APP 5'UTR act	Hsp70 act	STAT1 blocker	STAT1 act	FLuc inhib CS	APP transl inh
O=C(C[n+]1ccc(/C=N/O)cc1)N(Cc1ccccc1)Cc1ccccc1	0.88	-3.2	0.1	103.7	3.8	-0.2	-10.0	108.2	-3.6	-3.8
CCCCOCCCNC(=O)N[C@@H](CC(C)C)C(=O)O	1.28	5.4	0.7	98.4	-6.5	-0.3	-0.6	100.6	-0.8	6.5
Cn1c(=O)[nH]c(=O)c2c1nc(SCC(=O)Nc1ccccc1)n2Cc1ccccc1	0.59	-10.3	4.5	116.4	3.9	-0.3	3.4	96.9	-1.8	-3.9
O=c1cc(O)c2sc3nc(-c4ccccc4)cc(C(F)(F)F)c3c2[nH]1	1.16	-28.6	0.6	126.0	-5.1	0.2	1.8	98.4	4.0	5.1
Cc1nc2sc(C(c3ccccc3)N3CCOCC3)c(O)n2n1 (stereo not drawn)	1.09	-8.6	0.4	109.9	-5.4	0.0	-5.1	104.7	-6.8	5.4
CCOC(=O)c1ccc(NC(=O)COC(=O)c2cccc(Oc3ccccc3)c2)cc1	1.22	8.1	12.0*	94.3	7.6	-0.3	7.1	92.9	-4.8	-7.6
Cc1nn(Cc2cccc(C(=O)Nc3ccn(Cc4c(F)c(F)cc(F)c4F)n3)c2)c(C)c1[N+](=O)[O-]	0.58	11.2	1.1	89.6	-1.7	-0.3	3.1	97.1	-8.5	1.7
CCCC1(c2ccccc2)NC(=O)N(CC(=O)Nc2cc(C)on2)C1=O (stereo not drawn)	1.15	-0.3	1.8	104.5	-4.8	-0.2	2.9	97.2	-3.1	4.8
COC(=O)c1cn(CC(=O)Nc2ccc(F)cc2)c2ccccc12	1.19	-13.0	2.5	111.9	-1.1	-0.4	11.9	88.8	-0.1	1.1
COc1cc2[nH]c(=S)nc(NC3CCCC3)c2cc1OC	1.15	4.2	-0.5	100.7	-25.7	-0.3	-0.2	101.8	-5.3	25.7
C=CC(=O)N1c2ccccc2Sc2ccc(NC(=O)OCC)cc21	1.3	5.3	4.8	97.4	-8.6	0.2	10.2	91.7	/	8.6
Cn1cccc1CC(=O)NNC(=S)Nc1ccc(Cl)cc1Cl	1.01	5.5	2.3	98.3	13.1	-0.3	2.5	97.7	-4.6	-13.1
CCOC(=O)N1CCC(NC(=O)C2CCN(C(=O)N3CCOc4ccccc43)CC2)CC1	0.89	1.1	0.1	104.2	11.3	-0.3	7.4	93.2	1.4	-11.4
CCOc1ccc(NC(=O)CSc2nc3cccnc3n2CCOC)cc1	0.95	8.0	0.1	95.8	-1.3	-0.2	-2.1	101.9	3.1	1.3
Cc1ccc(NC2=NCCCCC2)cc1C	1.01	11.2	-1.1	93.9	-1.4	-0.5	-4.5	104.1	-2.5	1.4
C=CCOc1c(Cl)cc(/C=N/O)cc1OC	1.13	18.4	3.6	85.0	2.3	-0.3	6.5	94.1	-2.7	-2.3
N/C(=N/OS(=O)(=O)c1ccc([N+](=O)[O-])cc1)c1ccncc1	1.04	-1.7	-0.1	107.2	1.1	0.2	-9.0	106.2	-9.1	-1.1
CS(=O)(=O)N1N=C(c2cccs2)CC1c1ccccc1O (stereo not drawn)	0.81	0.5	2.2	101.5	18.5	-0.2	-2.4	100.5	-4.0	-18.5
CCCCOCC1CC(CC#CCN2CCCCC2)C(=O)O1 (stereo not drawn)	0.99	1.9	0.0	102.3	10.2	-0.2	-3.8	102.0	-4.2	-10.2
Cc1cccc(-n2c(N)cc(=O)nc2SCC(=O)Nc2nnc(CC(C)C)s2)c1	1.26	2.5	3.2	104.5	20.9	-0.2	3.1	97.1	-2.4	-20.9
O=c1oc2cc(O)c(Cl)cc2c2ccccc12	1.04	-3.7	1.3	105.2	-3.3	-0.2	6.8	94.0	-0.5	3.3
Cc1ccc2c(c1)N(CC(=O)NCC1CCCO1)C(=O)C(C)O2 (stereo not drawn)	0.94	-4.5	0.7	104.7	-1.4	-0.3	1.2	98.9	-4.5	1.4
O=C(COC(=O)/C=C/c1cccc([N+](=O)[O-])c1)NCc1ccco1	0.84	0.6	4.6	103.8	103.7	-0.1	9.2	92.8	-4.9	-103.7
CC(=O)NC(=S)Nc1ccccc1F	1.17	1.0	0.6	101.0	12.7	-0.2	-10.2	107.6	0.2	-12.7
Cc1ccc(C)c(S(=O)(=O)Nc2ccc(C(N)=O)cc2)c1	1.14	8.5	3.4	94.6	-3.1	-0.1	0.3	100.3	-5.1	3.1
Cc1nnc(NC(=O)CCSc2ccc(Cl)cc2)s1	1.24	0.8	4.7	103.4	11.4	0.0	-4.6	101.4	-8.7	-11.4
CCN(CC)CCCNC(=O)c1cc2c(-c3ccc(Cl)cc3)nn(C)c2s1	1.08	-61.3	0.9	160.5*	3.1	-0.2	11.2	89.9	-0.4	-3.1
COc1ccc(NC(=O)c2ccc(-c3ccc(C)c4ccccc34)o2)cc1	1.16	6.6	3.5	92.1	-0.1	0.0	0.9	99.2	4.2	0.1
COc1ccc(CC(=O)Nc2cc(S(=O)(=O)N3CCCCC3)ccc2N2CCN(C)CC2)cc1	1.09	3.7	-0.7	95.2	3.2	-0.4	1.8	98.4	-4.8	-3.2
Cc1ccc(C(=O)OCC(=O)NCC(F)(F)F)cc1C	1.11	2.6	-1.4	96.6	-13.6	-0.3	2.8	97.5	-4.6	13.6
CN1CCN(NC(=O)c2ccc(Cl)c([N+](=O)[O-])c2)CC1	0.99	6.7	2.9	100.7	-5.8	-0.1	2.0	98.2	-4.9	5.8
CCOc1cccc(CNCCO)c1OCc1ccc(Cl)cc1Cl	0.68	-1.9	0.2	100.4	20.2	-0.2	7.0	93.6	-8.0	-20.2
CCn1cc(C(=O)NC2CCCCC2)c(=O)c2cc(S(=O)(=O)N(C)C)ccc21	0.95	-8.3	-0.6	107.0	-2.9	-0.5	-0.2	101.1	3.6	2.9
Cc1ccc(-c2nc3ccccc3n3c(C)nnc23)cc1	0.93	-13.1	0.6	117.5	71.8	-0.1	4.9	95.5	-5.6	-71.8
COc1cccc(CSc2nc3ccccc3[nH]2)c1	4*	12.5	0.0	86.5	89.0	0.3	-20.2	118.4	66.7*	-89.0
O=C(Nc1ccon1)c1cccc(S(=O)(=O)N2CCCC2)c1	0.88	5.6	0.5	98.9	6.0	-0.2	-4.4	104.0	-7.5	-6.0
O=C(C1CCCO1)N1CCN(C(=S)NC2CC2)CC1 (stereo not drawn)	1.04	2.9	1.7	101.5	6.8	0.1	-11.2	108.8	-8.2	-6.8
Cc1cccc(C)c1NC(=O)C1NC(=O)CC1c1ccccc1 (stereo not drawn)	1.22	10.7	1.0	95.2	-4.2	-0.4	2.6	97.6	-11.2	4.2
CCn1cc(C2N3CC4(C)CN2CC(C)(C3)C4=O)c2ccccc21 (stereo not drawn)	0.92	-4.2	0.7	111.1	2.7	-0.5	-5.3	104.8	-4.4	-2.7
COc1ccc(Cl)cc1NC(=S)N1CCCC1	1.36	1.9	2.4	104.0	-2.1	-0.3	-5.8	103.3	-6.0	2.1
CN1CCN(CCP(=O)(c2ccccc2)c2ccccc2)CC1	1.15	0.5	0.9	103.1	-6.7	-0.2	0.0	100.0	-6.9	6.7
O=C(NCc1ccc(Cl)cc1)c1n[nH]c([N+](=O)[O-])c1Cl	1.56	-7.4	-1.5	107.5	5.7	0.0	-8.0	107.4	8.6	-5.7
O=C1CC(N2CCN(c3ccccc3Cl)CC2)C(=O)N1c1ccccc1 (stereo not drawn)	0.88	18.4	2.0	87.0	12.0	-0.2	0.0	100.0	3.8	-12.0
O=C1Nc2ccccc2C12Nc1ccccc1S2 (stereo not drawn)	1.44	-15.2	0.4	117.1	70.5	-0.3	-17.4	115.9	4.4	-70.5
O=C(NNS(=O)(=O)c1ccc2ccccc2c1)c1cccnc1	1.01	5.9	1.4	98.8	9.9	-0.3	8.2	92.8	-8.2	-9.9
Cc1cccc(NC(=O)C2CCCN(C(=O)Nc3ccccc3)C2)c1C (stereo not drawn)	0.98	3.7	3.4	100.5	11.5	-0.1	3.2	97.1	-10.2	-11.5
Cc1ccccc1NC(=O)C1C2/C=C\CCCCC21 (stereo not drawn)	0.86	-4.6	1.2	109.2	15.7	-0.4	-2.4	102.1	-0.8	-15.7
COCC(C)NS(=O)(=O)c1ccccc1 (stereo not drawn)	0.93	4.4	0.8	103.0	2.5	0.0	0.9	97.9	-5.3	-2.5
COc1ccc(/C=C/C(=O)NCc2c(C)nn(C)c2C)cc1COc1ccc(Br)cc1	0.8	33.3	1.5	75.0	5.2	0.2	-11.2	110.0	-10.1	-5.2
COc1ccccc1NC(=O)Cc1nn(C)c(=O)c2ccccc12	0.83	53.5*	0.5	57.3	7.6	-0.4	24.0	85.3	-6.2	-7.6

# Next results follow.
compound	NF-kB expr up	STAT3 inh	RAM inhibit	STAT3 act	APP 5'UTR act	Hsp70 act	STAT1 blocker	STAT1 act	FLuc inhib CS	APP transl inh
CCOC(=O)c1c(NC(=O)c2ccco2)sc2c1CCCCC2	1.01	17.6	4.6	89.5	-2.9	-0.2	4.6	95.8	1.1	2.9
C=CCN(c1ccccc1)S(=O)(=O)c1ccc(Cl)c(C(=O)OCC(=O)N(C)C2CCS(=O)(=O)C2)c1 (stereo not drawn)	1.08	-5.0	4.1	104.6	-1.1	0.2	0.9	99.8	-7.1	1.1
O=S(=O)(NCC(c1cccnc1)N1CCN(c2ccccc2F)CC1)c1cccs1 (stereo not drawn)	0.79	6.7	1.2	101.6	15.2	-0.1	-0.4	100.4	-5.2	-15.3
O=c1c2ccccc2c(/C=N/NS(=O)(=O)c2ccccc2)c(O)n1-c1ccccn1	1.02	3.7	2.4	98.0	-16.0	-0.3	2.2	96.6	-3.5	16.0
Cc1ccc([N+](=O)[O-])cc1S(=O)(=O)NCCc1c(C)[nH]c2ccccc12	1.22	13.0	-0.4	91.8	-0.3	-0.4	-0.9	100.8	-5.7	0.3
CCC1C=C(c2ccccc2)C=CN=C1N(CC)CC (stereo not drawn)	0.97	5.7	1.2	97.5	-5.9	-0.3	7.3	93.6	-5.0	5.9

# Single records (already shown). Order of screens: NF-kB expr up	STAT3 inh	RAM inhibit	STAT3 act	APP 5'UTR act	Hsp70 act	STAT1 blocker	STAT1 act	FLuc inhib CS	APP transl inh
# `CCCCOCC1CC(CC#CCN2CCCCC2)C(=O)O1` (stereo not drawn) across the screens: 0.99	1.9	0.0	102.3	10.2	-0.2	-3.8	102.0	-4.2	-10.2
# `CCN(CC)CCCNC(=O)c1cc2c(-c3ccc(Cl)cc3)nn(C)c2s1` across the screens: 1.08	-61.3	0.9	160.5*	3.1	-0.2	11.2	89.9	-0.4	-3.1
# `CCn1cc(C2N3CC4(C)CN2CC(C)(C3)C4=O)c2ccccc21` (stereo not drawn) across the screens: 0.92	-4.2	0.7	111.1	2.7	-0.5	-5.3	104.8	-4.4	-2.7

# An unsorted share of the library. Share with any hit: about 7.7%.
